Source: PubChem BioAssay
SKKanGAS inh: inhibitors of SKKanGAS S. pyogenes growth in kanamycin (SK-promoter or general growth effect); BacTiter-Glo, 6 h; inhibition, % at 7.5 µM; hit rate 1.3% among 300,000; AID 1662;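 active = mean replicate score, as percent of positive control median, at least 50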;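 note: strain carries kanamycin resistance gene driven by streptokinase promoter and grows in 40 µg/ml kanamycin; loss of luminescence reflects streptokinase promoter inhibition or plain growth inhibition; 0% = median of DMSO wells and 100% = positive control at its reference dose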
TRPC4 potent: allosterically enhances the mouse TRPC4 cation channel | B-score at 10 µM | Q9QUQ5 | HEK293 TRPC4beta/mu-opioid, DAMGO EC20, Fluo-4 Ca2+ flux; hits give high values | hit rate 0.42% among 310,000 | AID 2227;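 active = B-score of calcium response area above 5 SD of library B-scores, with initial fluorescence ratio within 5 SD of library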;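 note: B-score of integrated fluorescence ratio over time as area under calcium response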
Target sequence (Q9QUQ5 whole entry, looked up): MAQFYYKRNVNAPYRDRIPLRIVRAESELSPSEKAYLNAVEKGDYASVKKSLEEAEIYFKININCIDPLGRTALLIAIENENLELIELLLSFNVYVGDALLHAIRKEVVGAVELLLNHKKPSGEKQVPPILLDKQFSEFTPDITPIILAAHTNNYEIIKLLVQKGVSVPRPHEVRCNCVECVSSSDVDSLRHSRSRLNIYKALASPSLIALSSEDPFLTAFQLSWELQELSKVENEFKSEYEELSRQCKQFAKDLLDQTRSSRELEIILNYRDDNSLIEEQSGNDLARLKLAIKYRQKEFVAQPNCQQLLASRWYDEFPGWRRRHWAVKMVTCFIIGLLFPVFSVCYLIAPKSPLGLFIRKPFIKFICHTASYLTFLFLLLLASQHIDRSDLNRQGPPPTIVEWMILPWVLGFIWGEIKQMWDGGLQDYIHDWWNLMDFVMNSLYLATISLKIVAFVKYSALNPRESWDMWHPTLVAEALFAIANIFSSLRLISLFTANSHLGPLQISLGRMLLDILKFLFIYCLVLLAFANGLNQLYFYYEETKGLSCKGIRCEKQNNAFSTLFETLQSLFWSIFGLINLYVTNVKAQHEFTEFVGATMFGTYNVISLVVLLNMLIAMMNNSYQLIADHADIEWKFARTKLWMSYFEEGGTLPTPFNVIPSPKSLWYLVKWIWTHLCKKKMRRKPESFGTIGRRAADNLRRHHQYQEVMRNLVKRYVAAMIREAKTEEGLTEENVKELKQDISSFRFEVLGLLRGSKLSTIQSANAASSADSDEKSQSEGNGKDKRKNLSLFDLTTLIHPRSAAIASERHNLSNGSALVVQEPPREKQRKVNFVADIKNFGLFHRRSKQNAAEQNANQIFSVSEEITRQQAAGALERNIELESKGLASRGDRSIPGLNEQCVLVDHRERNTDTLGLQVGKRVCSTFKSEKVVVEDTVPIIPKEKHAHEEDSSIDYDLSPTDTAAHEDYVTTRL
TMEM16A act: activates or potentiates the mouse TMEM16A chloride channel | Q8BHY3 | hit rate 0.3% among 340,000 | B-score at 10 µM | HEK293 TMEM16A/YFP-H148Q/I152L, iodide quench fluorescence; hits give low values;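 active = fluorescence-ratio B-score plate-corrected deviation score at least 3 library SD below zero, with starting fluorescence score within 5 deviations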;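 note: channel opened by trigger with iodide after compound preincubation; score built on the fluorescence ratio of max minus min over baseline; more negative score means more quench and so TMEM16A activation or potentiation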
MrgX1 antagonist: blocks BAM8-22 activation of human MrgX1 receptor. Q96LB2. MRGX1-HEK293 calcium flux, Fluo-4, BAM8-22 antagonism; hits give low values. B-score at 10 µM. hit rate 1.3% among 310,000. AID 588676;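 active = calcium-response B-score plate-corrected more than 3 library SD below zero, starting fluorescence within 5 deviations, no agonist response on first addition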;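 note: peak minus trough fluorescence over baseline after final BAM8-22 challenge near maximal dose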
TRPC4 block: inhibitors of mouse TRPC4 channel; HEK293 TRPC4beta/mu-opioid, DAMGO-evoked Fluo4 calcium flux; hits give low values; B-score at 10 µM; Q9QUQ5; hit rate 0.39% among 300,000;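 active = B-score over 3 SD under the library average, no early fluorescence shift, positive overall ratio signal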
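Signal: kinetic Fluo4 fluorescence imaging of calcium influx. Material: stable TRPC4beta/mu-opioid receptor HEK293 cells. Probe or stimulus: DAMGO in two steps, submaximal then maximal.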
MrgX1 PAM: human MrgX1 positive allosteric modulation, primary screen. MrgX1-HEK293, Fluo-4 calcium flux, FDSS; hits give high values. Q96LB2. B-score at 10 µM. hit rate 0.63% among 310,000;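 active = plate-corrected calcium response at least 3 library SD above typical, normal starting fluorescence, not activating the receptor alone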;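 note: compound read alongside a low EC10 to EC30 dose of BAM8-22 agonist; peak minus trough fluorescence over baseline measured at the second addition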
TRPC4 act: TRPC4 (mouse) channel activation. B-score at 10 µM. hit rate 0.49% among 310,000. HEK293 TRPC4beta/mu-opioid, Fluo4 calcium fluorescence; hits give high values. Q9QUQ5;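 active = B-score above 5 SD of library B-scores, and initial fluorescence ratio not above library mean plus 5 SD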;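 note: positive B-score marks a calcium rise read as TRPC4 activation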
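Incubation: 45 min room-temperature Fluo4 loading, 110 s read / System: HEK293 cells stably co-expressing mouse TRPC4beta and mu-opioid receptor / Signal: Fluo4 fluorescence, kinetic / Control set: buffer (low) and maximal DAMGO (high) / Measure: integrated baseline-normalised fluorescence ratio, converted to per-well B score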
TRPC6 activator: activators of mouse TRPC6 channel | Q61143 | HEK293-TRPC6 membrane potential dye fluorescence; hits give high values | B-score at 10 µM | hit rate 0.13% among 310,000 | AID 2550;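 active = B-score of the integrated fluorescence ratio above library mean plus 3 SD, and starting fluorescence ratio within library mean plus 5 SD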;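 note: higher score means more depolarization so channel activation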
ANO1 block: inhibitors of mouse TMEM16A calcium-activated chloride channel; HEK293 TMEM16A/YFP iodide influx fluorescence, ionomycin; normalized B-score (activity score, 25-100; higher = stronger inhibition) at 10 µM; Q8BHY3; hit rate 1.2% among 310,000;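 active = ratio plate-corrected score three or more library SD toward inhibition, starting fluorescence score within five deviations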;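 note: score derived from kinetic fluorescence span divided by baseline fluorescence per well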
TRPC6 inh: blocks the mouse TRPC6 cation channel; Q61143; HEK293-TRPC6, membrane potential dye, ACh-evoked depolarization; hits give low values; B-score at 10 µM; hit rate 1.1% among 310,000; AID 2553;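 active = B-score under library mean minus 3 SD, initial fluorescence not abnormally high, positive integrated signal ratio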;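 note: B-score derived from integrated fluorescence ratio over the kinetic read; more negative B-score means stronger inhibition of depolarization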
MrgX1 agonist: agonists of human MrgX1 receptor; MrgX1-HEK293 cells, Fluo-4 calcium fluorescence, agonist mode; hits give high values; B-score at 10 µM; hit rate 0.44% among 310,000;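 active = calcium response B-score plate-corrected fluorescence ratio at least 3 library SD, with starting fluorescence B-score inside 5 SD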
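Assay system: MrgX1-expressing HEK293 cells / Amount: fifteen thousand cells per well / Doses: test compound in the initial addition of three / Timing: cells plated overnight, dye loaded 0.5 h 37 °C, 0.5 h room temperature / Technique: kinetic calcium dye fluorescence, Fluo-4 NW / Control set: positive and negative controls per plate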
An asterisk follows results filed as active; i = inactive; . = no result given; & = joins results of further samples.

Sample of the layout, 2 compounds:
SMILES	SKKanGAS inh	TRPC4 potent	TMEM16A act	MrgX1 antagonist	TRPC4 block	MrgX1 PAM	TRPC4 act	TRPC6 activator	ANO1 block	TRPC6 inh	MrgX1 agonist
COc1ccc(/C=N/NC(=O)c2cccnc2)cc1CN1CCCc2ccccc21	3	i	i	i	i	i	i	i	i	i	i
CCCCNC(=O)c1cc2c(=O)n3cccc(C)c3nc2n(Cc2ccncc2)c1=N	-5	i	i	i	i	i	i	i	i	-6.7*	i

Main list, previewed entries included:
SMILES	SKKanGAS inh	TRPC4 potent	TMEM16A act	MrgX1 antagonist	TRPC4 block	MrgX1 PAM	TRPC4 act	TRPC6 activator	ANO1 block	TRPC6 inh	MrgX1 agonist
COc1ccc(/C=N/NC(=O)c2cccnc2)cc1CN1CCCc2ccccc21	3	i	i	i	i	i	i	i	i	i	i
CCCCNC(=O)c1cc2c(=O)n3cccc(C)c3nc2n(Cc2ccncc2)c1=N	-5	i	i	i	i	i	i	i	i	-6.7*	i
CCN(C(=O)COC(=O)c1n[nH]c2ccccc12)C1CCS(=O)(=O)C1 (configuration not stated)	-2	i	i	i	i	i	i	i	i	i	i
COc1ccc(NC(=O)C2=C(C)NC(=O)NC2c2cccs2)c(OC)c1 (configuration not stated)	5	i	i	i	i	i	i	i	i	i	i
CCn1c(Cc2ccccc2)nnc1SCC(=O)Nc1cc(C)on1	4	i	i	i	i	i	i	i	i	i	i
C=C(C)CN1CCN(S(=O)(=O)c2ccc(C)c(N(C)S(=O)(=O)c3ccc(C)cc3)c2C)CC1	2	i	i	i	i	i	i	i	i	i	i
COc1ccc(C2=NN(CCC(=O)NCC3CCCO3)C(=O)CC2)cc1 (configuration not stated)	-12	i	i	i	i	i	i	i	i	i	i
CCOc1ccc(S(=O)(=O)N2CCN(C(=O)c3sccc3C)CC2)cc1	-4	i	i	i	i	i	i	i	i	i	i
O=[n+]1cc(-c2ccccc2)n([O-])c2c1CCC2	3	i	i	i	i	i	i	i	i	i	i
Cc1cccc(NC(=O)CSCc2cc(=O)n3c(C)csc3n2)c1C	-4	i	i	i	i	i	i	i	i	i	i
NC(=O)c1ccc[n+](CC(=O)c2ccc(Cl)c(Cl)c2)c1	1	i	i	i	i	i	i	i	i	i	i
Cc1c(N2C(=O)/C(=C3\C(=O)N(CC(=O)O)c4ccccc43)SC2=S)c(=O)n(-c2ccccc2)n1C	-4	i	i	i	i	i	i	i	i	i	i
O=C(CSc1oc(-c2ccc(F)cc2)nc1S(=O)(=O)c1ccccc1)NCC1CCCO1 (configuration not stated)	-5	i	i	i	i	i	i	i	i	i	i
COc1ccc(C2CC2/C(=N/OC(=O)c2cccs2)c2ccccc2)cc1 (configuration not stated)	-10	i	i	i	i	i	i	i	i	i	i
O=C(Cc1ccc(Cl)c(Cl)c1)Nc1ccccc1N1CCOCC1	9	i	i	i	i	i	i	i	i	i	i
Cc1ccc(C(C#N)N2CCOCC2)cc1 (configuration not stated)	30	i	i	.	i	.	i	i	.	i	.
COc1cccc(CCc2nnc(CCC(=O)N(C)C3CC(C)(C)NC(C)(C)C3)o2)c1	-2	i	i	i	i	i	i	i	i	i	i
COc1ccc(/C=N/NC2=NS(=O)(=O)c3ccccc32)cc1OC(C)=O	-4	i	i	i	i	i	i	i	i	i	i
CC(C)Oc1ccc(C(=O)NCc2cccnc2)cc1	-4	i	i	i	i	i	i	i	i	i	i
COc1ccc(NC(=O)CN2CCC(C(=O)c3ccc(F)cc3)CC2)c(OC)c1	-2	i	i	i	i	i	i	i	i	i	i
Cc1ccc2[nH]cc(CCNC(=O)C3CCCCC3)c2c1	-2	i	i	i	i	i	i	i	i	i	i
CCOc1cc([C@@H]2C[C@H]3CN(c4ccccc4)C(=O)[C@]34CCCN24)ccc1OC	-2	i	i	i	i	i	i	i	i	i	i
Cn1c(-c2ccc(=O)[nH]c2)nc2ccccc21	-5	i	i	i	i	i	i	i	i	i	i
CCOC(=O)/C(C#N)=C1/SC(CC)C(=O)N1c1ccc(Br)cc1 (configuration not stated)	10	i	i	i	i	i	i	i	i	i	i
CCOc1ccc(-c2nnn(CC(=O)Nc3ccccc3OC)n2)cc1OCC	2	i	i	i	i	i	i	i	i	i	i
Cc1cc(C)cc(NC(=O)CSc2nc3[nH]c(=O)cc(O)c3s2)c1	11	i	i	i	i	i	i	i	i	i	i
Cc1cc(C)c(C)c(S(=O)(=O)N(C)C2CCN(C)CC2)c1C	1	i	i	i	i	i	i	i	i	i	i
O=C(CSc1nnnn1-c1ccc(C(=O)O)cc1)NC1CCCCC1	-1	i	i	i	i	i	i	i	i	i	i
O=C(NC1CCCCC1)C(c1ccc(O)c(O)c1)N(C(=O)Cn1nnc2ccccc21)c1cccc(O)c1 (configuration not stated)	-2	i	i	i	i	i	i	i	i	i	i
CC12CCC(C/C1=N/NC(=O)Nc1ccccc1)C2(C)C (configuration not stated)	-8	i	i	i	i	13*	i	i	i	i	i
COc1ccccc1-c1c(C)nn2c(N3CCCCCC3)cc(C)nc12	2	i	i	i	i	i	i	i	100*	i	i
CC(C)CN(C(=O)COC(=O)C12CC3CC(CC(C3)C1)C2)c1c(N)n(Cc2ccccc2)c(=O)[nH]c1=O	1	i	i	i	i	i	i	i	i	i	i
Cc1ccc(C)c(NS(=O)(=O)c2ccc3[nH]c(=O)[nH]c3c2)c1	2	i	i	i	i	i	i	i	i	i	i
CCn1c(SCc2ccc(C#N)cc2)nnc1-c1ccc(S(=O)(=O)N2CCCCC2)cc1	-3	i	i	i	i	i	i	i	i	i	i
O=C(Cn1cnc2ccccc21)N/N=C/c1ccccn1	-6	i	i	i	i	i	i	i	i	i	i
COc1ccc(OC)c(NC(=O)CN2C(=O)COc3ccc(C)cc32)c1	-4	i	i	i	i	i	i	i	i	i	i
CCOC(=O)C1CCCN(C(=O)c2cnn3c(C(F)(F)F)cc(-c4ccccc4)nc23)C1 (configuration not stated)	-5	i	i	i	i	i	i	i	i	i	i
Cc1ccnc(NC(=O)CNC(=O)c2ccc3c(c2)OCO3)c1	-10	i	i	i	i	i	i	i	i	i	i
COc1cc2nc(N3CCN(C(=O)c4ccco4)CC3)nc(N)c2cc1OC	12&-5	i	i	i	i	i	i	i	i	i	i
Cc1ccccc1NC(=O)CCCN1C(=O)C2CC=CCC2C1=O (configuration not stated)	13	i	i	i	i	i	i	i	i	i	i
O=S(=O)(c1ccc(-n2cnnn2)cc1)N(C1CCCCC1)C1CCCCC1	-15	i	i	i	i	i	i	i	i	i	i
O=C(CCNC(=O)c1ccc([N+](=O)[O-])cc1)NCCc1ccc(Cl)cc1	-18	i	i	i	i	i	i	i	i	i	i
CCC(=O)n1nc(-c2ccco2)nc1SCc1ccccc1	25	i	i	i	i	i	i	i	i	i	i
Nc1nc(CN2CCc3ccccc3C2)nc(Nc2ccccc2)n1	5	i	i	i	i	i	i	i	i	i	i
COCCN(CCOC)c1ncc(Cl)c(C(=O)c2c(C)cc3ccccn23)n1	-4	i	i	i	i	i	i	i	i	i	i
Nc1ccc(C#Cc2ccc3oc4ccccc4c(=O)c3c2)cc1	97*	i	i	i	i	i	i	i	i	i	i
CCN(C(=O)COC(=O)c1cc(OC)c(OC)cc1[N+](=O)[O-])C1CCS(=O)(=O)C1 (configuration not stated)	-1	i	i	i	i	i	i	i	i	i	i
O=C1OC(Nc2cc(Br)cc3cccnc23)c2ccccc21 (configuration not stated)	7	i	i	i	i	i	i	i	i	i	i
O=C(CCl)Nc1ccccc1C(=O)c1ccccc1	-14	i	i	i	i	i	i	i	i	i	i
N/C(=N\C(=S)Nc1ccccc1)c1ccccc1	1	i	i	i	i	i	i	i	i	i	i
COC(=O)c1cc2nc(-c3ccc(OC)c(OC)c3)cc(C(F)(F)F)n2n1	.	.	i	i	.	i	.	.	i	.	i
CCN1CCN(c2ccc(S(=O)(=O)N3CCCCC3)cc2NC(=O)/C=C/c2ccc(OC(F)F)cc2)CC1	-13	i	i	i	i	i	i	i	i	i	i
O=C(OCC(=O)N1CCCCC1)c1cc(NS(=O)(=O)c2ccc(Cl)c([N+](=O)[O-])c2)ccc1O	8	i	i	i	i	i	i	i	i	i	i
COc1ccc(-c2nc(N3CCOCC3)nc3n[nH]c(N)c23)cc1	-5	i	i	i	i	i	i	i	i	i	i
Cn1c(C(=O)N2CCN(c3cccc(C(F)(F)F)c3)CC2)cc2sccc21	5	i	i	i	i	i	i	i	i	i	i
Cc1cc(C)c2oc(-c3ccc(Cl)c(NC(=O)c4ccc(C#N)cc4F)c3)nc2c1	-8	i	i	i	i	i	i	i	i	i	i
CCN(CC)S(=O)(=O)c1ccc(N2CCCCC2)c(NC(=O)/C(C#N)=C/c2ccc(OC)cc2)c1	-2	i	i	i	i	i	i	i	i	i	i
O=C1c2ccccc2-c2n[nH]c(=O)c3ccc(N4CCCCC4)c1c23	33	i	i	i	i	i	i	i	i	i	i
CCOC(=O)c1ccccc1NC(=O)COC(=O)CCCOc1ccccc1	-8	i	i	i	i	i	i	i	i	i	i
CCCCn1c(N)c(N(CCOC)C(=O)CCNC(=O)c2ccc(Cl)cc2)c(=O)[nH]c1=O	-7	i	i	i	i	i	i	i	i	i	i
(further entries)
SMILES	SKKanGAS inh	TRPC4 potent	TMEM16A act	MrgX1 antagonist	TRPC4 block	MrgX1 PAM	TRPC4 act	TRPC6 activator	ANO1 block	TRPC6 inh	MrgX1 agonist
COc1ccc(C(=O)N2CCCC(C(=O)O)C2)c2ccccc12 (configuration not stated)	-13	i	i	i	i	i	i	i	i	i	i
O=C(CN1CCN(c2ccccc2F)CC1)c1c[nH]c2ccccc12	0	i	i	i	i	i	i	i	i	i	i
CCOc1ccc(CN(C(=O)c2cc3ccccc3oc2=O)C2CC2)cc1	-5	i	i	i	i	i	i	i	i	i	i
Cc1cnnc2c1-c1no[n+]([O-])c1CC2	-6	i	i	i	i	i	i	i	i	i	i
COc1ccc(CNc2nc3ccccc3n2CCN2CCCCC2)c(OC)c1	-2	i	i	i	i	i	i	i	i	-10*	i
COc1cccc(/C=N/n2c(SC)nnc2-c2ccccc2)c1O	5	i	i	i	i	20*	i	i	i	i	i
